TSG101-PTAP inh = blocks PTAP/TSG101 interaction to inhibit HIV-1 budding. Q99816. Fluorescence polarization, FITC-PTAP peptide / Tsg101 binding. Potency, µM (titrated, usually from 115 µM), for the others: at the top dose activity change, negative = inhibition, usual class: inhibitors. 340,000 tested, under 10 active. AID 493005; active means well fitted inhibition curve with a large enough effect in the main read-out, with a control signal flat, not every such curve was filed as active; inconclusive means small, poorly fitted or top-dose-only effect, or effect the other way, or a change in a side signal; inactive means no such curve, though single readings can be large or run the other way; further: potency means the concentration at half of the fitted maximal effect; % of control where 0% means no effect
Target sequence (Q99816 whole entry, looked up): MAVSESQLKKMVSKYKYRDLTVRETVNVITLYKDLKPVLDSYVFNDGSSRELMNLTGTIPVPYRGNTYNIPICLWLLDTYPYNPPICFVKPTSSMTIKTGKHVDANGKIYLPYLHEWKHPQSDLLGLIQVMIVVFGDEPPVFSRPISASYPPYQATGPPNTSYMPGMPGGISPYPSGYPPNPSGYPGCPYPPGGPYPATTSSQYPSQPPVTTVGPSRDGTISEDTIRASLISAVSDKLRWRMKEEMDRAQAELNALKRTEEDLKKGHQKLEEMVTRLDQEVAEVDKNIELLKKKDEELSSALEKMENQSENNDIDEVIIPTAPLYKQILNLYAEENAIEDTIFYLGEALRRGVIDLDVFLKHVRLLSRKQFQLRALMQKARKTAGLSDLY
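Steps: Tsg101 binding domain dispensed (10 uM final), compounds pinned in DMSO, FITC-labeled PTAP-motif peptide added (50 nM final); after 20 min binding at room temperature, polarization measured.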
A-T KAP1 phos = potential ataxia-telangiectasia treatments restoring KAP-1 phosphorylation | […] A-T fibroblasts, KAP-1 phosphorylation AlphaLISA; neocarzinostatin DNA damage 30 min before lysis | Potency, µM (top dose mostly 57.5 µM), for the others: top-dose activation, most hits filed as activators | hit rate 0.19% among 320,000 | AID 485349; further: potency means the concentration at half of the fitted maximal effect; % of control where 0% means no effect; nearly all actives have a fitted effect of over 45% in size
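ATM-like activity read as KAP-1 phosphorylation via AlphaLISA donor/acceptor antibody pairs after lysis and 6 hr at 25C. Cells were ATM-null patient fibroblasts ([…], hTERT), dosed 60 min, then exposed to the DSB inducer NCS for 30 min.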
MLL CXXC-DNA inh = MLL CXXC-DNA interaction inhibition. Potency, µM (highest dose often 115 µM), for inactives: top-dose activity change, negative = inhibition, usual class: inhibitors. MLL-CXXC / FITC-HOXA9 DNA fluorescence polarization. hit rate 0.037% among 290,000. AID 2662; active means well fitted inhibition curve with a large enough effect in the polarisation, with a control signal flat, not every such curve was filed as active; inconclusive means small, poorly fitted or top-dose-only effect, or effect the other way, or a change in a side signal; inactive means no such curve, though single readings can be large or run the other way; the % refers to the polarisation; further: potency means the concentration at half of the fitted maximal effect
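Fluorescence polarization: 7 uM MLL-CXXC (stock) preincubated 5 min with compounds, then 50 nM fluorescein-HOX-A9 DNA (stock) added; 30 min ambient. Buffer 50 mM Tris-HCl pH 7.5, 50 mM NaCl, 1 mM DTT, 0.05% BSA.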
BRCA1 expr up = activators of BRCA1 expression | MCF7-BRCA1-FFLuc reporter, luminescence, 48 h; response scale: scaled: vehicle 0%, 10 µM genistein 100% | Potency, µM (series often up to 46.1 µM), without a hit: at the top dose activation, actives largely listed as activators | AID 624202 | hit rate 1.1% among 380,000; further: potency means the concentration at half of the fitted maximal effect; nearly all actives have a fitted effect of over 80% in size; some results filed as inactive show a strong effect at the top dose
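48 h compound treatment of MCF7-BRCA1-FFLuc cells (phenol-red free MEM, 37 °C), then 15 min with luciferase substrate and luminescence imaging.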
B2AR arrestin = agonists driving beta-arrestin recruitment to human beta2-adrenergic receptor; beta-arrestin recruitment to beta2AR, cell-based reporter; Potency, µM (highest dose often 46.1 µM), for the others: at the highest dose activation, usual class: activators; hit rate 0.02% among 330,000; AID 492947;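 further: potency means the concentration at half of the fitted maximal effect; 0% = DMSO controls and full agonism = EC100 isoproterenol or metaproterenol; nearly all actives have a fitted effect of over 65% in size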
Target sequence (P07550 whole entry, looked up): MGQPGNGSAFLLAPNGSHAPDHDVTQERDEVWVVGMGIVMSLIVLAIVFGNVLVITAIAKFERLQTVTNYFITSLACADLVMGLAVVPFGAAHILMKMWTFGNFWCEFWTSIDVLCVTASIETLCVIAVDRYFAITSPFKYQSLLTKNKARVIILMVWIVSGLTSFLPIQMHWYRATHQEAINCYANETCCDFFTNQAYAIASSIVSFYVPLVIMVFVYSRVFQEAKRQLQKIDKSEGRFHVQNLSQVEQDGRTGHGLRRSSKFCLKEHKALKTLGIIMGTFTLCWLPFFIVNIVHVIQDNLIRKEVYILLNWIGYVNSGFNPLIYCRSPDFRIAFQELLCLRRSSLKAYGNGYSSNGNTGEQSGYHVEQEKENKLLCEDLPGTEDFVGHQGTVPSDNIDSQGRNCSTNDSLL
Integrin act MD = activates integrin-mediated alleviation for muscular dystrophy | hit rate 0.064% among 350,000 | alpha7betagal myoblasts, beta-gal FDG fluorescence, 48 h | Potency, µM (series often up to 38.3 µM), without a hit: at the highest dose activation, usual class: activators;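 further: potency means the concentration at half of the fitted maximal effect; 100% = response of the positive control SU9516; nearly all actives have a fitted effect of over 60% in size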
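Alpha7betagal+/- myoblasts (passage 13) were plated 16-24 hr, then exposed to compounds (1:260 dilution of DMSO stock) for 48 hours at 37C. After MPER lysis, β-galactosidase reporter activity was read as FDG fluorescence (ex 480/em 540) after 30 minutes.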
p53 reactivation = re-activators of mutant p53; hit rate 0.063% among 320,000; AID 504706; H1299 p53-A138V BP100-luciferase reporter, luminescence, 24 h; Potency, µM (highest dose often 92.2 µM), for the others: at the highest dose activity change, positive = activation, hits mostly activators; further: potency means the concentration at half of the fitted maximal effect; % of control where 0% means no effect; nearly all actives have a fitted effect of over 45% in size
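H1299 (p53-null), stable ts p53-A138V + BP100-Luc; 1000 cells/well, Opti-MEM/10% FBS; cpd 4 pt, 1:5; 24 h, 37 deg C, 5% CO2; detection reagent 10 min RT; luminescence.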
TCR activator = T cell receptor activation. Potency, µM (series often up to 9.22 µM), for inactives: at the highest dose activation of IL-2 secretion, usual class: activators. AID 504894. primary human leukocytes, anti-CD3, IL-2 HTRF, 48 h. 330,000 tested, under 10 active; further: % of control where 0% means no effect
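Compounds are tested in HTS on primary human leukocytes co-incubated with a-CD3 beads for 48 hr. IL-2 output is measured by time-resolved FRET.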
ELG1 DNA repair = inhibitors of ELG1-dependent DNA repair in HEK293T cells. hit rate 2.3% among 330,000. Potency, µM (highest dose often 46.1 µM), for the others: at the top dose activity change, negative = inhibition, actives largely listed as inhibitors. HEK293T ELG1-luciferase reporter, luminescence, 16 h; DNA damage induced by 5-fluorouridine; further: potency means the concentration at half of the fitted maximal effect; on the % scale 0 is the no-effect control and ±100 the full control effect; nearly all actives have a fitted effect of over 55% in size
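Cells (2,000 per well) received 5-fluorouridine plus test compound or DMSO and were incubated 16 hr at 37 °C, 5% CO2. Luciferase activity was read by luminescence 30 min after ONE-Glo addition; signal suppression marked inhibition of damage-induced ELG1 function.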
TRPV1 agonist = agonists of human vanilloid receptor 1 (TRPV1) | Q8NER1 | TRPV1-expressing cells, Fluo-8 calcium influx, agonist mode | activation, % at 8.33 µM | hit rate 0.19% among 320,000; in the data active means activation above about 80%; inconclusive means between about 30% and that limit; further: 0% is about no effect
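TRPV1-expressing cells were cultured overnight at 35.5C and loaded with Fluo-8 calcium dye for 40 to 90 min at room temperature. After a 10 s baseline, compound was added and calcium influx was read kinetically for 3 min (ex 480/em 520 nm).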
The depositor's hits bear a star; ? = inconclusive; · = not tested or not shown; [ ] = another dose, or the depositor's remark. Unless noted, the call rests on the fitted dose curve; in most records, active means well fitted curve in the direction sought with a large enough effect; inconclusive means small, poorly fitted or top-dose-only effect, or another doubt; inactive means no such curve, though single readings can be large; an effect the other way counts as inactive or inconclusive.

1. CS(=O)(=O)N1CCC(C(=O)Nc2ccccc2Br)CC1
2. Cc1c(NC(=O)c2n[nH]c(=O)c3ccccc23)c(=O)n(-c2ccccc2)n1C
3. COC(=O)Nc1ccc(S(=O)(=O)N2CCCC(C(=O)NC3CCS(=O)(=O)C3)C2)cc1 (configuration not stated)
4. COc1ccc(CCNC(=O)CN(c2ccccc2)S(C)(=O)=O)cc1
5. Fc1ccccc1OCCCCSc1ncccn1
6. CCN1CNC(=S)N(c2cccc(C)c2)C1
7. CCNS(=O)(=O)c1ccc(CCC(=O)N2CCN(c3cccc(Cl)c3)CC2)cc1
8. Cc1sc(NC(=O)CSC2=NCCS2)nc1-c1ccccc1

screen / no.	1	2	3	4	5	6	7	8
TSG101-PTAP inh	1%	-3%	-1%	-3%	-5%	-1%	-7%	4%
A-T KAP1 phos	8%	5%	-1%	15%	1%	-6%	14%	-3%
MLL CXXC-DNA inh	-1%	-7%	9%	-2%	-4%	7%	2%	17%
BRCA1 expr up	24%	-20%	8%	4%	69%	-16%	-14%	-51%
B2AR arrestin	-0.2%	-1.2%	-1.4%	-0.2%	-0.1%	-0.5%	-0.3%	0.3%
Integrin act MD	18%	-11%	-4%	2%	-3%	17%	-20%	-19%
p53 reactivation	·	-1%	-2%	-1%	10%	0%	11%	1%
TCR activator	2%	-4%	-6%[46.1 µM]	2%	1%	1%	3%	-3%
ELG1 DNA repair	-1%	-4%	6%	-17%	?	14%	?	?
TRPV1 agonist	1	-1	-3	-1	22	3	3	3

A second format for two compounds above.
No.	Molecule	TSG101-PTAP inh	A-T KAP1 phos	MLL CXXC-DNA inh	BRCA1 expr up	B2AR arrestin	Integrin act MD	p53 reactivation	TCR activator	ELG1 DNA repair	TRPV1 agonist
7	CCNS(=O)(=O)c1ccc(CCC(=O)N2CCN(c3cccc(Cl)c3)CC2)cc1	-7%	14%	2%	-14%	-0.3%	-20%	11%	3%	?	3
8	Cc1sc(NC(=O)CSC2=NCCS2)nc1-c1ccccc1	4%	-3%	17%	-51%	0.3%	-19%	1%	-3%	?	3

The list goes on.
9. CCOC(=O)C1(CCOC)CCN(Cc2ccccc2-c2ccco2)CC1
10. CC1CC(C(F)F)n2nc(C(=O)Nc3sc4c(c3C#N)CCC(C(C)(C)C)C4)nc2N1 (configuration not stated)
11. Cc1ccccc1S(=O)(=O)Oc1cccc2c(O)cccc12
12. C/C(Cl)=C\Cn1c(Nc2cccc(C)c2)nc2c1c(=O)n(C)c(=O)n2C
13. COc1cc2c(c(OC)c1OC)CC(=O)N(C)CC2
14. Cc1cccc(NC(=O)c2ccc(NC(C)c3ccccc3)c([N+](=O)[O-])c2)n1 (configuration not stated)
15. CCCCN(C(=O)c1ccc(N2C(=O)c3ccccc3C2=O)cc1)c1c(N)n(CC(C)C)c(=O)[nH]c1=O
16. CCN(Cc1ccccc1)C(=O)c1cc(COc2c(F)cccc2F)on1

screen / no.	9	10	11	12	13	14	15	16
TSG101-PTAP inh	-7%	-1%	-5%	-4%	-2%	-2%	-1%	-5%
A-T KAP1 phos	1%	2%	5%	-16%	-1%	1%	7%	-1%
MLL CXXC-DNA inh	10%	-9%	0%	-9%	-6%	-22%	·	0%
BRCA1 expr up	-21%	-17%	3%	-26%	1%	16%	-7%	57%
B2AR arrestin	-0.1%	0.4%	-0.2%	0.4%	0.1%	-0.6%	-0.1%	-0.8%
Integrin act MD	-7%	-18%	-26%	-42%	3%	0%	-2%	10%
p53 reactivation	-2%	3%	10%	-5%	0%	19%	8%	2%
TCR activator	-1%	-6%[46.1 µM]	-1%	·	1%[46.1 µM]	3%	-4%	0%
ELG1 DNA repair	0%	-1%	?	9.2µM*	-13%	?	?	5%
TRPV1 agonist	9	-2	-6	13	2	7	1	18

17. Cc1nnc(SCc2nnc(-c3cccs3)o2)s1
18. COC(=O)c1ccc(OS(=O)(=O)N(C)C)cc1
19. COc1ccc(CNC(=O)c2ccccc2C(=O)O)cc1
20. O=C(CSc1ncn[nH]1)CSc1ncn[nH]1
21. COc1ccc(-c2oc(=O)c3cc(OC)c(OC)cc3c2C#CC2(O)CCCCC2)cc1
22. CCCCS(=O)(=O)Nc1ccc2c(c1)ncn2C1CCCCC1
23. COc1cc(NS(=O)(=O)c2ccc(NC(=S)NC(=O)/C=C/c3ccc(OC)c(OC)c3)cc2)ncn1
24. N#Cc1nc(-c2ccccc2Cl)oc1N1CCOCC1

screen / no.	17	18	19	20	21	22	23	24
TSG101-PTAP inh	-2%	-2%	-3%	1%	-19%	-3%	0%	-11%
A-T KAP1 phos	1%	-1%	14%	-1%	-3%	-4%	14%	-8%
MLL CXXC-DNA inh	1%	-4%	4%	2%	·	13%	-10%	1%
BRCA1 expr up	14%	?	-11%	-10%	12%	3%	2%	-9%
B2AR arrestin	0.4%	-0.1%	2.4%	0.3%	0.0%	-0.1%	0.2%	0.0%
Integrin act MD	10%	2%	?	0%	12%	-13%	17%	29%
p53 reactivation	2%	18%	2%	-7%	2%	1%	2%	5%
TCR activator	-17%	4%	0%[46.1 µM]	2%	1%	-3%	-7%	-8%
ELG1 DNA repair	?	?	5%	-18%	?	-5%	-7%	15%
TRPV1 agonist	-2	-2	-1	1	·	3	-4	?

25. N#CC1=C(N)Oc2n[nH]c(-c3cccnc3)c2C1c1cc(F)ccc1F (configuration not stated)
26. O=C(NCCN1C(=O)S/C(=C\c2ccccc2F)C1=O)C1CCCN1C(=O)c1cccs1 (configuration not stated)
27. O=C1Nc2ccccc2S/C1=C/Nc1cccc(Cl)c1
28. O=C(COc1ccc(Br)cc1Cl)NC1CCCCC1
29. CC1CCN(C(=O)Cn2nnc(-c3ccccc3)n2)CC1
30. Cc1onc(-c2ccccc2)c1C(=O)OCC(=O)N1CCN(c2ccccc2)CC1
31. NC(=O)N/N=C/CCc1ccccc1
32. Cc1ccc(C(=O)N/C(=C\c2ccco2)C(=O)NC2CCS(=O)(=O)C2)cc1 (configuration not stated)

screen / no.	25	26	27	28	29	30	31	32
TSG101-PTAP inh	-1%	-1%	0%	-11%	-5%	-5%	0%	1%
A-T KAP1 phos	-2%	-2%	-1%	2%	-6%	7%	-1%	10µM*
MLL CXXC-DNA inh	-3%	-3%	22%	?	-9%	·	10%	-8%
BRCA1 expr up	-7%	6%	3%[1.84 µM]	?	66%	-26%	0%	1%
B2AR arrestin	-0.3%	0.0%	0.1%	4.3%	8.2%	0.2%	-0.6%	-0.5%
Integrin act MD	-13%	4%	6%	-11%	-7%	-9%	0%	-7%
p53 reactivation	0%	-6%	7%	?	23%	-8%	2%	-1%
TCR activator	7%	-3%[46.1 µM]	12%	-10%[46.1 µM]	-11%	-9%	5%	5%
ELG1 DNA repair	6%	-4%	?	?	?	?	-6%	?
TRPV1 agonist	-2	-2	12	19	?	4	2	0

33. O=C(OCC(=O)N1CCN(c2ccccc2)CC1)c1ccccc1NCCO
34. CCOc1ncccc1C(=O)OCc1cccc([N+](=O)[O-])c1
35. CCOC(=O)C1=C(O)/C(=C/c2ccccn2)SC1=Nc1ccc(Cl)cc1
36. CCOC(=O)N1CCN(C(=O)C2CCCN(S(=O)(=O)c3ccccc3)C2)CC1 (configuration not stated)
37. O=C(COC(=O)CNC(=O)c1ccccc1Cl)NC1CC1
38. CC1(C)Cc2ccccc2-c2nc3ccccc3c(=O)n21
39. O=C(Nc1ccc(C(=O)O)cc1)/C(=C\c1ccccc1)NC(=O)c1ccc(Br)cc1
40. O=C(CN1C(=O)/C(=C\c2ccccc2Cl)Oc2ccccc21)NCc1cccnc1
41. CN(C)CCCN1c2ccc3ccccc3c2Sc2cccc(Cl)c21
42. Cc1ccc(CSc2nc3c(c(SCC(=O)O)n2)CCCC3)cc1
43. CN1C(=O)NC(c2ccc([N+](=O)[O-])cc2)C2=C1CC(C)(C)CC2=O (configuration not stated)

screen / no.	33	34	35	36	37	38	39	40	41	42	43
TSG101-PTAP inh	-2%	-4%	-1%	-6%	-4%	-3%	-3%	-2%	-6%	-6%	-4%
A-T KAP1 phos	3%	2%	12%	-7%	13%	?	0%	0%	·	-2%	-2%
MLL CXXC-DNA inh	·	-2%	7%	-9%	·	-5%	-4%	-1%	·	-24%	0%
BRCA1 expr up	52%	10%	-29%	3%	-10%	4%	3%	-19%	-98%[inhibitor]	0%	-25%
B2AR arrestin	0.3%	0.0%	-0.2%	-0.2%	-0.4%	0.6%	-0.1%	0.0%	·	0.3%	0.0%
Integrin act MD	6%	-5%	-9%	-15%	-4%	-8%	2%	9%	-50%[inhibitor]	-20%	-9%
p53 reactivation	5%	13%	-10%	-5%	4%	-2%	-8%	-2%	·	-2%	-3%
TCR activator	10%	-7%	2%[46.1 µM]	4%	1%	1%	5%	0%	5%	-6%	2%
ELG1 DNA repair	8%	2%	21µM*	-5%	?	-19%	-15%	-17%	·	-11%	-1%
TRPV1 agonist	1	5	?	9	·	3	2	?	·	·	-1

Assay outcomes from PubChem BioAssay.
